# Screening data (PubChem BioAssay)
# ABHD5 PLIN5 PPI = blocks binding of human ABHD5 to perilipin-5; inhibition, % at 4 µM; Q00G26+Q8WTS1; 0.78% of 360,000 active; Split G. princeps luciferase complementation, luminescence, 4 h;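 active means inhibition above the mean inhibition across every tested compound plus 3 SD, cut at about 22% in these data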;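 further: 0% = DMSO only wells and the 100% control is not disclosed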
# Target sequence (Q00G26 whole entry, looked up): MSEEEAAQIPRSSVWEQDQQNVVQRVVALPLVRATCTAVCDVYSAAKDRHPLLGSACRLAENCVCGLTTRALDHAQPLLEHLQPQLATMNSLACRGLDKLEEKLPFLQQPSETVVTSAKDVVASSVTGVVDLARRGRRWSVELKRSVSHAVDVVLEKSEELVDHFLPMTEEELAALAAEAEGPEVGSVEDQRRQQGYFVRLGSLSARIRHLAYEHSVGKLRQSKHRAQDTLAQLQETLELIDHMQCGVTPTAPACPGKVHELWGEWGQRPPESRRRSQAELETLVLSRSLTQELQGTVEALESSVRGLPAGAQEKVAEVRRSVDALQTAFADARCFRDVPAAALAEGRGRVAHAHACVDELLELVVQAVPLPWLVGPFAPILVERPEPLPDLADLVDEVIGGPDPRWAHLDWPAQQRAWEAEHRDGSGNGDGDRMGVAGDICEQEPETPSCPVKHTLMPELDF
# Target sequence (Q8WTS1 whole entry, looked up): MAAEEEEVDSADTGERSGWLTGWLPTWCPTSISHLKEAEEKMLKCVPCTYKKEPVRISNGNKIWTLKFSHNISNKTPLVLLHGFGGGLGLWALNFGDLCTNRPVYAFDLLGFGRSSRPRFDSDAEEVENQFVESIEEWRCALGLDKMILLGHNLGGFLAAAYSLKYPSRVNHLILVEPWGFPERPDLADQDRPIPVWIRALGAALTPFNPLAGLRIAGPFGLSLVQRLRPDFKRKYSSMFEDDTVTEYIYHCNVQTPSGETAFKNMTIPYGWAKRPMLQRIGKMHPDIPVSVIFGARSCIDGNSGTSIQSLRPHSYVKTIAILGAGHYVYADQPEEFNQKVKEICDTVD
# SRC2 inh = human SRC2 (NCOA2) inhibition | inhibition, % at 9 µM | 0.17% of 370,000 active | HEK293 GAL4-SRC2 luciferase reporter, luminescence | Q15596;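 active means inhibition above the mean inhibition of all tested compounds plus 3 SD, set per campaign, cut at about 52% in these data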;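 further: 0% = DMSO treated cells and 100% = cells given Gossypol at 36 µM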
# Glyco luc inh = N-linked glycosylation inhibition; D54 ERlucT glycosylation luciferase reporter, 24 h; percent of 100 nM tunicamycin response; reporter increase, % at 12.5 µM; AID 588692; 0.23% of 360,000 active;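 active means mean luciferase reporter signal, scaled so untreated is 0 and the glycosylation-blocking control 100, at or above a set limit in every replicate; inconclusive means mean reaches the limit but not every replicate does; inactive means mean below the limit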;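 further: luciferase carries N-glycosylation sites so blocking glycosylation raises the light; 0% = median of neutral control wells and 100% = median of 100 nM tunicamycin wells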
# MC4R antagonist = human MC4R antagonism in cAMP assay; P32245; MC4R-expressing cells, MTII-stimulated cAMP, LANCE TR-FRET; inhibition, % at 6.5 µM; 0.48% of 360,000 active; AID 540295;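 active means inhibition above its plate's cutoff, the mean of tested wells on that plate plus 3 SD, cut at about 29% in these data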;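 further: 0% = Melanotan II alone and 100% = Melanotan II plus saturating MCL0020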
#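 Assay system: U2OS-MC4R stable cell line; Also added: Melanotan II; Technique: Eu-cAMP/anti-cAMP TR-FRET, emission 671 nm; Times: 30-min compound, 1-h challenge, 1-h detection, room temperature.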
# H9c2 protect = protects H9c2 cardiomyocytes from peroxide injury. H2O2 injury protection, ATPLite, 2 h. protection from H2O2 cell death, % at 20 µM. 0.63% of 360,000 active;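 active means compounds giving at least 50% protection of heart cells from peroxide-induced death in the single-dose screen, raw or plate-pattern-corrected value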;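 further: 0% = DMSO wells with peroxide and 100% = DMSO wells without peroxide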
# MC4R barr agon = human MC4R agonism via beta-arrestin | P32245 | U2OS MC4R beta-arrestin complementation, luminescence; percent of melanotan II response, DMSO zero | activation, % at 8.9 µM | 0.98% of 360,000 active;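 active means activation above a per-plate cutoff, the mean activation of sample wells on that plate plus 3 SD, cut at about 8% in these data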
# m5-HT2A agonist = activates the mouse 5-HT2A serotonin receptor | activation, % at 7.6 µM | AID 624169 | CHO-K1 mHTR2A beta-arrestin complementation, luminescence; percent of 30 µM serotonin response | P35363 | 0.66% of 360,000 active;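 active means activation above a run cutoff, the mean activation of all tested compounds plus 3 SD, cut at about 14% in these data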;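 further: 0% = plate median of compound wells and 100% = 30 µM serotonin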
# ABCB6 inh 2 = human ABCB6 transporter inhibition; Q9NP58; 0.19% of 360,000 active; AID 602162; K562-ABCB6 porphyrin accumulation, flow cytometry, 1 h; hits give low values; fluorescence ratio to DMSO, % at 10 µM;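 active means fluorescence ratio to DMSO below 75%, the collection mean minus 3 SD; inconclusive means too few cells collected in the well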;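 further: signal is porphyrin accumulated inside mitochondria; 100% equals median channel fluorescence of DMSO control wells; lower ratio means ABCB6 inhibition with less porphyrin fluorescence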
# TLR9-MyD88 inh = TLR9-MyD88 interaction inhibition | Q9NR96+Q99836 | CHO BLA complementation TLR9-MyD88, CCF4 FRET ratio | inhibition, % at 4.98 µM | 0.21% of 340,000 active | AID 504734;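 active means inhibition above the mean over all tested compounds plus 3 SD, cut at about 21% in these data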;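 further: 0% = DMSO only wells and 100% = clavulanate BLA inhibitor control wells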
# NOD2-RIPK2 inh = NOD2-RIPK2 protein interaction inhibition | inhibition, % at 4.98 µM | O43353 | 0.38% of 360,000 active | CHO BLA complementation NOD2-RIPK2, CCF4 ratio; in the data active means inhibition above about 21%;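 further: 0% = vehicle only and 100% = reference blocker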
# * hit, by the source's call; ? = inconclusive; . = not tested or not shown. An excerpt (hit frequency here may not be typical).
# Each structure is followed by: ABHD5 PLIN5 PPI, SRC2 inh, Glyco luc inh, MC4R antagonist, H9c2 protect, MC4R barr agon, m5-HT2A agonist, ABCB6 inh 2, TLR9-MyD88 inh, NOD2-RIPK2 inh
- COc1ccc(/C=C/C(=O)Oc2ccc(/C=N\NC(=O)c3ccc(F)cc3)cc2)cc1
→ -4.9, 10.8, 0.9, 0.8, -6.5, -0.3, -2.9, 106.0, 3.0, 2.2
- COC(=O)c1ccc2c(c1)nc(C)n2CCO
→ 3.0, -31.5, 0.9, 4.8, -5.3, -2.2, -0.8, 94.0, -1.7, -6.1
- O=Cc1c(NCCCN2CCCC2=O)c2ccccc2[nH]c1=O
→ -8.5, -2.9, 1.5, 4.4, -0.1, 0.3, 3.4, 107.0, 2.3, -9.4
- CCC(=O)OCc1c(C(F)(F)F)nn(C)c1Sc1ccc(F)cc1
→ -0.1, 6.8, 0.8, 5.4, -2.2, 3.5, -1.9, 101.0, 3.0, 5.7
- C=CCn1c(NCc2ccccc2OC)nc2ccccc21
→ -2.5, -4.2, -0.6, 12.3, -7.4, -1.6, -4.0, 97.0, -12.5, 1.0
- CCOC(=O)Nc1ccc(C)cc1C
→ -3.1, -14.2, 0.4, -2.6, -12.9, -1.6, 1.1, 99.0, -2.1, -10.1
- CCSc1nnc(NC(=O)CSc2nnc(Cc3cccn3C)n2CCc2ccccc2)s1
→ 8.8, -17.7, 3.9, 9.3, 6.7, -1.3, 4.0, 91.0, -3.6, -4.4
- COc1ccc(Nc2nc(OC)nc(N3CCN(c4ccc(OC)cc4)CC3)n2)cc1
→ -3.0, -17.9, -4.2, 3.6, -7.0, -0.8, 1.9, 90.0, 3.4, -0.8
- CCCCN(C)Cc1c(O)ccc2c(-c3ccccc3)cc(=O)oc12
→ -0.5, -5.0, -4.3, 4.3, 5.8, -1.2, -3.0, 103.0, 7.5, 19.0
- Cc1ccc(N2C(=O)C3C4C=CC(CC4)C3C2=O)cc1Cl (stereo not given)
→ -3.8, -13.7, -1.2, 2.5, -2.4, 5.1, 2.7, 95.0, 10.3, -1.4
- COc1ccc(-c2nn(CCC(=O)O)cc2/C=C2\SC(N)=NC2=O)cc1OC
→ -1.3, -13.9, 0.8, -1.1, 0.6, -1.4, 4.9, 97.0, -3.2, -2.5
- COc1ccc2c(c1OC)C(=O)N1c3ccccc3COC21 (stereo not given)
→ -0.2, -58.8, -4.1, 9.7, -17.6, -1.5, 0.5, ., 1.2, -8.1
- COc1cc2ccccc2cc1C(=O)NNC(=O)c1ccccc1O
→ -3.5, -21.3, -3.3, 13.2, 51.6*, -3.3, 5.2, 92.0, 1.2, -3.1
- COc1cccc(/C=N/Nc2c(Cl)cncc2Cl)c1O
→ 6.8, -29.8, -1.0, -8.2, 19.7, -1.0, -2.0, 96.0, 7.1, -0.4
- COc1cc(C2C3=C(Nc4ncnn42)c2ccccc2CC3)cc(OC)c1OC (stereo not given)
→ 5.4, 7.5, 22.7, -20.8, -5.7, -1.5, 1.4, 95.0, -5.6, 5.2
- O=C(CC1CCCC1)NNC(=O)c1ccccc1O
→ 5.2, -6.8, 0.1, -1.2, 14.8, 0.8, 1.1, 97.0, -6.6, -23.4
- CCC(=O)Nc1cccc(NC(=O)COc2ccc(OC)cc2)c1
→ 1.1, -12.9, -0.6, 16.1, -8.8, 1.4, 1.9, 98.0, 8.1, 2.8
- CCCCOc1ccc(NC(=O)CN2CCN(Cc3ccccc3)CC2)cc1
→ -1.6, 21.6, -1.0, -0.4, 4.6, -1.6, -0.6, 98.0, -9.0, -6.4
- C(=N\NCc1ccccc1)/c1ccc2ncccc2c1
→ -1.8, -57.6, -5.5, 6.9, 2.5, 0.2, -3.8, 99.0, ., 10.1
- CCOC(=O)C1CCN(C(=O)c2cc3c(s2)-c2ccccc2OC3)CC1
→ -11.5, -41.2, -0.2, 2.3, 0.1, -0.9, -2.0, 102.0, 1.6, 8.8
- Cc1c(Br)c([N+](=O)[O-])nn1CC(=O)N1CCc2ccccc21
→ 0.5, -7.9, 0.9, 30.0*, 8.5, 0.1, -2.3, 99.0, -7.6, -18.2
- C=C(CN(C)C)C(=O)c1cc(C)ccc1C
→ 67.1*, -24.2, -1.8, 47.5*, -18.0, -4.4, -5.2, 875.0, -0.2, 45.2*
- CC(=O)C(Cc1ccccc1)NC(=O)CCl (stereo not given)
→ 4.2, 28.2, 2.1, 5.3, -3.1, -1.3, 4.3, 98.0, -10.9, -8.4
- Fc1cccc(CNCC2CCCO2)c1 (stereo not given)
→ -7.3, -15.3, 1.3, 22.1, 1.1, 1.6, -2.8, 101.0, -3.9, 5.7
- COc1ccc(/C=C2/N=C3CCCCCN3C2=O)cc1
→ 2.7, -8.3, -1.8, -12.2, -2.4, -1.5, 6.6, 100.0, -1.9, 1.5
- Cc1oc2c(C)c3oc(=O)c(CCC(=O)NCCCCCC(=O)O)c(C)c3cc2c1C
→ -0.8, 5.1, 0.5, 2.5, 2.4, -1.3, 3.6, 98.0, -5.0, 1.4
- Cn1cc(/C=N/Nc2ccccc2)c2ccccc21
→ -9.6, -20.9, 0.2, 0.7, -9.1, -1.6, -1.5, 109.0, -1.4, 4.9
- O=C(NCc1ccccn1)c1ccc(Cl)c(S(=O)(=O)N2CCOCC2)c1
→ 1.7, -32.8, -2.1, 6.9, 6.6, -2.5, -1.4, 84.0, -1.1, 7.6
- O=C(NCCOc1ccccc1)c1ccc2c(c1)S(=O)(=O)c1cc(Cl)ccc1C2=O
→ 9.2, 4.1, 3.8, -11.8, 6.7, -3.2, 5.7, 94.0, -2.9, -11.2
- O=C(O)c1ccccc1-c1ccccc1C(=O)Nc1ccccc1Br
→ 8.2, -10.8, -0.3, -3.0, -2.6, -0.1, 4.3, 106.0, -6.3, -18.4
- Cc1cc(=O)c2cc(Br)ccc2n1CC(=O)NCc1ccccc1
→ 10.9, 20.7, 0.0, 10.4, 9.8, 1.1, -1.7, 100.0, -1.4, 8.0
- COc1cc(CNC(=O)C2CC2)ccc1OCc1ccccc1
→ 7.6, -36.0, -1.9, 0.8, -14.3, -0.1, 2.9, 92.0, 3.5, -10.5
- CCCCS(=O)CC(CS(=O)CCCC)OC(=O)c1ccccc1 (stereo not given)
→ -2.7, -4.3, 0.4, 0.4, 8.7, -0.9, 6.1, 104.0, -4.0, -13.4
- COc1ccc(CNC(=O)CCc2c[nH]c3ccccc23)cc1
→ 0.2, -9.2, -0.9, -0.5, -1.2, -0.9, 2.1, 103.0, 1.7, -3.4
- CCOc1ccc(C(=O)OCC(=O)Nc2cc(C)on2)cc1OCC
→ 0.4, -4.3, -1.3, 1.8, -0.9, -1.3, 2.5, 97.0, -3.2, -5.5
- C/C(=N\NC(=S)NCCc1ccccc1)c1cccc(Br)c1
→ -0.4, -26.0, -1.3, 5.9, -12.8, -1.2, 0.6, 100.0, 2.3, -3.3
- Cc1ccn2c(=O)nc(SCC(=O)NC3CCCC3)nc2c1
→ 4.6, -41.8, -0.5, 2.9, 2.9, -4.1, 0.6, 97.0, 2.4, 0.8
- CCn1cc(C(=O)NC(C)C)c(=O)c2cc(F)c(N3CCN(C(=O)c4ccco4)CC3)cc21
→ 2.0, -0.6, -0.6, 3.6, 36.7, -0.3, -0.9, 98.0, -3.5, -6.8
- CN(CCc1ccccc1)C(=O)c1cccc(NC(=O)Cc2cccc(NC(=O)C3CCCN(C(=O)C4CCC4)C3)c2)c1 (stereo not given)
→ -0.8, 13.4, -1.9, 1.5, -1.4, 1.3, -1.3, 99.0, 5.7, -6.3
- CC1=C(C(=O)OCc2ccccc2)C(c2ccc(C)cc2)NC(=O)N1 (stereo not given)
→ -1.9, -1.7, -1.0, 3.0, -8.0, -1.1, -5.7, 100.0, -0.9, -4.0
- CC(=O)c1c(C)[nH]c(C(=O)COC(=O)c2cccnc2Cl)c1C
→ 4.3, -10.3, -2.5, 5.9, -3.1, -1.0, 3.3, 100.0, 10.0, 1.6
- CCOC(=O)C1=C(CC)Nc2ccccc2N=C1NC(=O)Nc1ccc(Cl)c(Cl)c1
→ -4.4, 17.0, -3.3, -3.9, -17.6, 0.8, -1.2, 98.0, -3.1, -4.5
- CC(C)OC(=O)CSc1nnc(COc2ccc([N+](=O)[O-])cc2)n1C
→ 4.2, -9.4, 0.3, -6.5, 7.1, -1.8, 4.6, 91.0, 10.5, -1.8
- Cc1cc(NC(=O)CSc2nnc(-c3cccc(F)c3)n2N)no1
→ -3.9, 12.6, 7.8, 5.6, 9.4, -1.1, 7.3, 98.0, -2.4, -1.4
- Cn1c2ccccc2c2n[nH]c(=O)nc21
→ 3.9, -14.6, -0.5, 4.5, 4.7, -1.2, -0.2, 120.0, -1.4, 3.5
- O=C(CCS(=O)(=O)Cc1ccccc1)N1CCc2ccccc2C1
→ -4.7, -25.2, 1.3, -3.9, 8.2, -0.8, -1.7, 101.0, 7.8, 14.3
- COc1ccc([C@H]2CC(=O)C=C(/C=C/c3ccccc3)C2)cc1
→ 4.3, -12.3, 4.0, -0.6, -11.5, -0.2, 6.2, 95.0, 2.3, 10.3
- COc1cc(-c2cc(NC=O)c3ncc(-c4ccc(F)cc4)n3c2)cc(OC)c1OC
→ -0.9, -18.2, -8.7, -21.1, 35.3, 6.2, -4.5, 103.0, ., 9.8
- CC(Oc1ccccc1Cl)C(=O)Nc1ccc(S(=O)(=O)N2CCOCC2)cc1 (stereo not given)
→ 2.8, -5.2, -0.7, -0.3, -1.2, 0.0, -2.2, 97.0, 0.2, -4.0
- Cc1c(NS(=O)(=O)c2cc(C(=O)NCc3cccnc3)ccc2Cl)c(=O)n(-c2ccccc2)n1C
→ 8.6, 2.8, 1.8, 7.5, 2.6, -1.7, -0.8, 98.0, 6.4, -9.8
- N=c1c2c(n(Cc3ccc(Br)cc3)c3c1CCC3)CCCC2
→ 15.1, -19.3, 7.2, 5.8, -8.7, -0.9, -8.9, 95.0, -2.3, 0.1
- COc1ccc(C(=O)Nc2ccc(S(=O)(=O)Nc3onc(C)c3C)cc2)cc1
→ 0.7, -0.1, -0.8, 0.9, -4.7, 0.4, 8.4, 96.0, -3.3, 2.9
- Cn1nc(C(=O)NCCc2ccc(S(N)(=O)=O)cc2)c2c1-c1ccccc1S(=O)(=O)C2
→ -6.7, 5.6, 0.2, 3.4, 9.9, -2.1, -3.6, 98.0, 9.4, -4.6
- CS(=O)(=O)N1CCN(c2ccc(Cl)cc2[N+](=O)[O-])CC1
→ -3.6, -13.3, 3.8, 1.7, -0.5, -0.5, -1.4, 97.0, -2.6, -3.3
- CC(=O)c1c(C)nn(CC(O)COc2ccc3c(c2)CCC3)c1C (stereo not given)
→ 1.5, 16.3, 0.6, 1.1, 0.7, 1.6, -0.4, 96.0, 6.7, -6.1
- Cc1nc2ccc(C(=O)N3CCC(O)(Cc4ccccc4)CC3)cn2c1N(C)C(=O)CCc1ccccc1
→ -1.6, 5.3, -1.0, -0.6, 12.6, 4.7, 7.1, 98.0, ., 2.2
- C=CCN1C(=O)/C(=C\c2cccs2)C(C(=O)OC)=C1C
→ -3.5, 8.3, 4.1, -9.9, -1.7, -0.2, -3.0, 92.0, 0.2, -6.0
- NCCSSCCN
→ -46.1, 7.4, ?, -1.8, 10.3, -1.3, -2.1, 97.0, -7.0, -10.2
